Screening results deposited in PubChem by NCI.
yeast bub3 = NCI yeast anticancer drug screen, S. cerevisiae bub3 mutant strain; 9.9% of 78,000 active; growth inhibition, % at 50 µM;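 also: 0% = growth of vehicle-only cultures of the same strain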
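Compounds were applied to a genetically altered yeast strain carrying a cell-cycle control defect. Growth inhibition was scored against vehicle-treated controls.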
mec2-1 = NCI yeast anticancer drug screen, S. cerevisiae mec2-1 strain | % growth inhibition at 50 µM | 9% of 79,000 active | AID 157;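 also: 0% = growth of vehicle-only cultures of the same strain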
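Compounds were applied to mec2-1 yeast cells. Their growth was then compared with that of vehicle-treated cultures to give growth inhibition.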
yeast cln2 rad14 = NCI yeast anticancer drug screen, S. cerevisiae cln2 rad14 strain; growth inhibition, % at 50 µM; 8.3% of 78,000 active;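 also: 0% = growth of vehicle-only cultures of the same strain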
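Growth of compound-exposed yeast (cln2 rad14 genotype) measured and expressed as inhibition relative to vehicle.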
rad50 = NCI yeast anticancer drug screen, S. cerevisiae rad50 strain; % growth inhibition at 50 µM; 10% of 79,000 active;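 also: 0% = growth of vehicle-only cultures of the same strain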
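Readout: growth inhibition relative to vehicle-treated cultures. Compound exposure was carried out in a genetically defined yeast strain deficient in DNA damage repair.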
sgs1 mgt1 = NCI yeast anticancer drug screen, S. cerevisiae sgs1 mgt1 strain; AID 161; % growth inhibition at 50 µM; 10% of 78,000 active;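 also: 0% = growth of vehicle-only cultures of the same strain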
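Yeast cells carrying a defined DNA-repair defect were exposed to test compounds. Growth inhibition was measured relative to vehicle-treated controls.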
mlh1 rad18 = NCI yeast anticancer drug screen, S. cerevisiae mlh1 rad18 strain; growth inhibition, % at 50 µM; 11% of 79,000 active; AID 175;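 also: 0% = growth of vehicle-only cultures of the same strain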
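Inhibition values reflect reduced growth of mutant yeast versus vehicle-treated controls following compound exposure; the mutations affect DNA damage repair.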
* marks the source's active call; other numbers are inactive results; . = no result given; & = joins results of further samples. Rule as the data show it: active = growth inhibition above about 70%; inactive = the rest.

no.	Molecule	rad50	sgs1 mgt1	mlh1 rad18	yeast bub3	yeast cln2 rad14	mec2-1
1	Cc1n[nH]c(=S)n1NC=O	-12	-5	-16	-5	-20	-6
2	CC1(C)CC(C)(C)CC(O)(C2(O)CC(C)(C)CC(C)(C)C2)C1	-1	-3	9	-5	-3	0
3	C(=N\N1CCN(/N=C/c2cccc3ccccc23)CC1)/c1cccc2ccccc12	16	19	3	-1	18	7
4	CCCC(=O)Oc1c(Br)cc(Br)cc1Br	22	19	21	46	45	21
5	O=S1(=O)C(c2ccccc2)C(N2CCCCC2)C1C1CC2c3ccccc3C1c1ccccc12 (stereo not drawn)	20	3	30	29	-28	33
6	OC[C@H]1NC[C@@H](O)[C@@H](O)[C@H]1O	-9	4	-9	23	2	-10
7	O=C1/C(=C/c2ccco2)N=C2Sc3c(nc[nH]c3=O)N12	2	7	17	10	-4	-19
8	C(=N\Nc1nc2ccccc2s1)/c1cccs1	17	24	29	36	16	33
9	COC(=O)C(=O)c1c(-c2ccc(Cl)c(Cl)c2)[nH]c2[nH]n(-c3ccccc3)c(=O)c2c1=O	93*	43	94*	83*	87*	83*
10	O=C1CC(=O)c2cccc3cccc1c23	43	44	27	48	7	23
11	Cc1cccc(NC(=O)N(C(C)C)C(C)C)c1	-16	-4	-28	6	3	-38
12	CCOc1ccc(-c2nc3ccc(-c4nc5ccc(N6CCN(C)CC6)cc5[nH]4)cc3[nH]2)cc1	89*	90*	89*	89*	92*	93*
13	FC(F)(F)c1ccc(NC(=S)SCc2ccc(Cl)cc2)cc1	99*	100*	99*	100*	99*	100*
14	CC(C)CC1C(C)(c2ccccc2)CC1(C)c1ccccc1 (stereo not drawn)	11	-10	8	32	-12	13
15	CC(C)(C)CC(C)(C)c1cc(O)c(O)c(CN2CCCCC2)c1	72*	57	65	79*	74*	58
16	CC(=O)OCC1OC(n2cc(CBr)nn2)C(OC(C)=O)C(OC(C)=O)C1OC(C)=O (stereo not drawn)	0	-24	-20	2	-14	5
17	O=c1[nH]nc(S(=O)(=O)NC2CCCCC2)c(=O)[nH]1	13	-7	6	3	-21	-13
18	COc1ccc(OC(C)C(=O)O)c2c(=O)ccccc12 (stereo not drawn)	14	-5	22	6	25	11
19	CCOc1ccc(C(C)=O)cc1	-1&11	4&6	-7&-2	4&6	1&11	4&5
20	Cc1ccc(N=N/C(=N/NC(=O)c2cc(Cl)ccc2O)c2ccc(N(CCC#N)CCC#N)cc2C)cc1	-7	-10	-54	-14	-19	-13
21	Cc1nc(N)c(N2CCN(C(=O)O)CC2)c(=O)[nH]1	-54	-20	-33	4	21	-10
22	O=C(O)CNC(=O)CNC(=O)CNC(=O)CNC(=O)CNC(=O)OCc1ccccc1	38	15	17	-1	28	0
23	Cc1ccc(CCCC(=O)O)c2ccc3ccccc3c12	4	9	4	4	-9	2
24	CC(O)c1cc(CN(C)C)nc(-c2ccccc2)n1 (stereo not drawn)	-7	-1	-18	-36	2	-4
25	N#CCc1ccc(C(C#N)/C(CCCC(=O)Nc2cccc([N+](=O)[O-])c2)=N/NC(N)=S)cc1 (stereo not drawn)	27	8	40	7	17	0
26	CC1=C(C)CC2C(=O)C=CC(=O)C2C1 (stereo not drawn)	9	-11	-7	2	5	1
27	CC(S)c1ccccc1 (stereo not drawn)	6	13	14	26	12	-1
28	O=C(O)C[N-]CC(=O)O.OO.[O]=[V]	-17	-2	4	4	-31	2
29	N#C/C(=C\c1cccc(Br)c1)c1nc2ccccc2c(=O)[nH]1	6	0	-35	-14	2	4
30	S=c1[nH]nc(-c2ccc(Cl)cc2)s1	87*	.	86*	.	.	88*
31	O=C(O)c1ccc(C(=O)Nc2cccc3ccccc23)c(C(=O)O)c1	-7	-12	-10	4	6	8
32	O=c1c(Cc2ccccc2)c(O)cc2n1CCC2	-14	-11	-11	-5	9	-14
33	Cc1ccc2ccccc2[n+]1-c1cc(O)ccc1O	-39	-27	-22	-1	-73	-4
34	CC(C)(CN1CCCCC1)C(=O)CC(SCCN)c1ccc(Cl)cc1 (stereo not drawn)	28	47	24	47	31	1
35	Nc1ccccc1CCc1ccccc1	97*	42	86*	91*	67	85*
36	O=c1cc(-c2ccccc2)[nH]c2nccn12	-55	-53	-59	6	-58	-27
37	COc1ccc([N+](=O)[O-])cc1N(C)C	19	14	5	-14	9	17
38	O=[N+]([O-])c1ccc(/C=C\c2ccc3c(c2)OCO3)c([N+](=O)[O-])c1	85*	79*	66	99*	25	83*
39	COc1ccc2nc(CC(C)C)c3c(c2c1)-c1ccccc1C3=O	1	-10	-12	0	-12	-9
40	CSC1(C)C(=O)Nc2cc([N+](=O)[O-])ccc21 (stereo not drawn)	2	1	-6	-32	-14	-11

Three structures from above, sorted by heavy-atom count, highest first.
no.	Molecule	rad50	sgs1 mgt1	mlh1 rad18	yeast bub3	yeast cln2 rad14	mec2-1
34	CC(C)(CN1CCCCC1)C(=O)CC(SCCN)c1ccc(Cl)cc1 (stereo not drawn)	28	47	24	47	31	1
36	O=c1cc(-c2ccccc2)[nH]c2nccn12	-55	-53	-59	6	-58	-27
30	S=c1[nH]nc(-c2ccc(Cl)cc2)s1	87*	.	86*	.	.	88*

Next part.
no.	Molecule	rad50	sgs1 mgt1	mlh1 rad18	yeast bub3	yeast cln2 rad14	mec2-1
41	CC(=O)c1cc2c(cc1C(C)C)C(C)(C)C(C)CC2(C)C (stereo not drawn)	-20	14	17	-42	29	-19
42	CN(C)C(N)=Nc1ncnc2ccccc12	-15	0	-2	-6	16	15
43	CCCCOc1ccc(C(N)=S)c2ccccc12	5	53	35	22	-23	20
44	O=C1ON(c2ccccc2)C(c2cccc([N+](=O)[O-])c2)N1c1ccccc1 (stereo not drawn)	26	-15	-4	28	4	8
45	O=C(C[n+]1ccccc1)c1ccc([N+](=O)[O-])cc1	-3	-4	39	-7	-30	-2
46	CCCCSc1nc2c(c(=O)n(C)c(=O)n2C)n1C	-31	22	21	19	11	5
47	CC12CCC3C(CC=C4CC(O)CCC43C)C1CCC(=O)N2 (stereo not drawn)	5	-10	-1	-10	8	-4
48	COC(=O)CCC(CCc1ccccc1)(C(C)=O)C(C)=O	-2	-16	8	19	-4	-13
49	CN1COc2c(Cl)cc(Cl)cc2C1	76*	-5	43	46	-4	57
50	CC(C)c1ccc(C(=O)O)cc1	24&11	13&10	22&20	5&-9	6&-8	12&-9
51	COc1ccc(C(SCc2ccccc2)SCc2ccccc2)cc1	-13	0	-23	8	-92	-10
52	COc1ccc2c(C)cc(N/N=C/c3sccc3C)nc2c1	68	80*	76*	45	46	50
53	Cc1c(O)ccc2ccc(=O)oc12	4	-7	0	5	3	-2
54	NC(=O)CC(NC(=O)C(F)(F)F)C(=O)O (stereo not drawn)	-15	-13	-24	-14	-7	-23
55	COc1ccc(C2CN=NN2c2ccc([N+](=O)[O-])cc2)cc1 (stereo not drawn)	-18	-9	-18	46	28	-17
56	Cc1ccccc1C(=O)Oc1ccccc1Cl	12	-6	11	13	4	18
57	CC(=O)CC/C=C(\C)CC(C)C	17	3	10	10	14	12
58	CN1C(=O)n2c(nc3ccccc32)C(N2CCOCC2)(N2CCOCC2)C1=O	44	63	46	31	30	56
59	O=C(O)c1cc(N=C=S)ccc1-c1c2ccc(=O)cc-2oc2cc(O)ccc12	33&6	15&-5	46&5	-4&-10	17&6	32&4
60	CC(=O)c1c(OC(C)C(=O)O)ccc2ccccc12 (stereo not drawn)	25	14	19	18	8	-14

Shown with one line to a screen: part of the list above
21) Cc1nc(N)c(N2CCN(C(=O)O)CC2)c(=O)[nH]1
22) O=C(O)CNC(=O)CNC(=O)CNC(=O)CNC(=O)CNC(=O)OCc1ccccc1
23) Cc1ccc(CCCC(=O)O)c2ccc3ccccc3c12
24) CC(O)c1cc(CN(C)C)nc(-c2ccccc2)n1 (stereo not drawn)
25) N#CCc1ccc(C(C#N)/C(CCCC(=O)Nc2cccc([N+](=O)[O-])c2)=N/NC(N)=S)cc1 (stereo not drawn)
assay / compound | 21 | 22 | 23 | 24 | 25
rad50 | -54 | 38 | 4 | -7 | 27
sgs1 mgt1 | -20 | 15 | 9 | -1 | 8
mlh1 rad18 | -33 | 17 | 4 | -18 | 40
yeast bub3 | 4 | -1 | 4 | -36 | 7
yeast cln2 rad14 | 21 | 28 | -9 | 2 | 17
mec2-1 | -10 | 0 | 2 | -4 | 0

Carrying on.
no.	Molecule	rad50	sgs1 mgt1	mlh1 rad18	yeast bub3	yeast cln2 rad14	mec2-1
61	CC(C)NC(=O)OCc1c(COC(=O)NC(C)C)c(-c2ccccc2)n(C)c1-c1ccccc1	13	6	33	2	-6	2
62	O=c1oc2ccc(Br)cc2cc1CCS	10	-5	-9	10	11	21
63	CCN(CC)CC(OC(C)=O)c1ccc2ccc3ccc(OC(C)=O)cc3c2c1 (stereo not drawn)	20	0	20	-6	0	10
64	CCCCCCCCN1COCC(COc2ccccc2C)OC1 (stereo not drawn)	97*	93*	95*	77*	55	85*
65	S=C(NCc1ccccc1)N/N=C/c1ccccn1	21	50	43	64	62	17
66	N#CC(C(=O)CCC(=O)C(C#N)c1c(Cl)cccc1Cl)c1c(Cl)cccc1Cl (stereo not drawn)	-18	-12	-11	7	-41	7
67	c1ccc2c(c1)ccc1[nH]cnc12	-10	-4	5	4	-7	6
68	O=C(c1ccccc1)c1nc2ccc(Cl)cc2cc1C(Br)Br	18	25	18	29	15	-3
69	CCN1c2nc3ccccc3nc2N(CC)c2nc3ccccc3nc21	-30	24	5	3	7	12
70	Cc1cc(C2(c3cc(C)c(O)c(CN(CC(=O)O)CC(=O)O)c3)OS(=O)(=O)c3ccccc32)cc(CN(CC(=O)O)CC(=O)O)c1O	22	16	27	14	12	-22
71	CCNC(=O)OCCN(CCOC(=O)NCC)CCc1cccc(OC)c1OC	6	-7	21	-4	2	7
72	O=C1COC(=O)CO1	-16	-6	-11	9	34	-19
73	Cn1c2c(cc(-c3ccccc3)c1=O)COc1ccccc1-2	31	26	24	24	2	-14
74	O=[N+]([O-])c1ccc(N/N=C/COCCO)c([N+](=O)[O-])c1	37	23	62	74*	-24	12
75	COC(=O)CC1C2C=CN(C(=O)OC)N(C(=O)OC)C21 (stereo not drawn)	-3	6	4	6	11	4
76	O=C(CC/C=C(/CS(=O)(=O)c1ccccc1)S(=O)(=O)c1ccccc1)c1ccccc1	20	-6	13	-6	-24	-15
77	CC(=O)Oc1cc(OC(C)=O)c2c(c1C)CC[C@@H]1[C@@H]2CC[C@]2(C)[C@@H](OC(C)=O)CC[C@@H]12	18	0	34	-5	-17	10
78	Cn1nnc(CC(=O)O)n1	-19	-17	-23	-4	3	-7
79	CC(c1nc2c([nH]1)c(=O)n(C)c(=O)n2C)c1nc2c([nH]1)c(=O)n(C)c(=O)n2C	31	32	21	10	21	12
80	COc1cc2c3cc1Oc1c(OC)c(OC)cc4c1C(Cc1ccc(O)c(c1)Oc1ccc(cc1)CC3N(C)CC2)CN(C)C4 (stereo not drawn)	-18	-4	25	3	-17	-38
81	COc1cc(O)c(C(C)=O)c(C2(C)C(=O)CCCC2=O)c1O	-25	-9	-6	5	4	4
